SENP6 inh = inhibitors of human SENP6 protease | Q9GZR1 | Recombinant SENP6 catalytic domain, aminoluciferin luminescence | inhibition, % at 10 µM | actives 1.8% (n = 330,000) | AID 2599;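 active = inhibition above about 50% at the single tested dose, limit read from the data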;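 note: plate controls were DMSO wells with enzyme for no effect and DMSO wells lacking enzyme for full effect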
SENP1 FRET inh = SENP1 (human) catalytic domain inhibition. actives 0.21% (n = 360,000). recombinant SENP1 catalytic domain, CyPet-SUMO1-YPet FRET cleavage. AID 624204. inhibition, % at 10 µM. Q9P0U3;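 active = inhibition at least 30% at 10 µM, raw YFP signal under a set limit, fluorescence ratio 0.5 to 1.5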;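 note: 0% = enzyme with DMSO and 100% = no enzyme wells; some results filed as inactive read as strong as hits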
Target sequence (Q9P0U3 419-644 limits assumed): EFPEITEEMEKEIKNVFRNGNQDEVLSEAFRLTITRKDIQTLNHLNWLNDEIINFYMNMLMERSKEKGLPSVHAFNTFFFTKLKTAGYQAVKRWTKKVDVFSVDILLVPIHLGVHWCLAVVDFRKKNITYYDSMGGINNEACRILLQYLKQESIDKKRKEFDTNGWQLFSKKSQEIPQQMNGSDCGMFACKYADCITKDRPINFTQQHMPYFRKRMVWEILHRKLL
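Test system: hSENP1 catalytic domain, recombinant; Amount: 20 pM final SENP1 enzyme; Medium: Tris pH 8 buffer plus EDTA, NaCl, BME, BSA, NP40, catalase; Schedule: 50 min enzyme reaction, room temperature, light-protected; Technique: FRET fluorescence in CFP and YFP emission channels; Controls: no-enzyme wells low, DMSO-plus-enzyme wells high control.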
HKDC1 inhibitor = blocks human hexokinase HKDC1 activity; Q2TB90; recombinant HKDC1, G6PDH/diaphorase resazurin coupled fluorescence; inhibition, % at 20 µM; actives 0.16% (n = 340,000);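 active = inhibition above about 35% when tested at 20 µM, limit read from the data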;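 note: plate controls were DMSO wells with enzyme for no effect and DMSO wells lacking enzyme for full effect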
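Incubation: 90 min at room temperature in dark / Material: recombinant HKDC1 (HK5) hexokinase enzyme, produced in-house / Quantity: enzyme 5 µg/mL final / Compound: one dose of 20 µM, 1% DMSO / Reagent: glucose and ATP substrates / Buffer or medium: Tris pH 8.0 buffer with MgCl2, Tween-20, BSA, BME / Technique: resorufin fluorescence at 613 nm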
beta cell repl = inducers of beta-cell replication in MIN6 cells; MIN6 cells proliferation, ATPlite luminescence, 48 h; cells starved in 0.2% serum; 100% = growth in 10% serum; actives 0.29% (n = 330,000); proliferation, % at 10 µM;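 active = compounds whose signal lies at least 3.5 SD above the mean of all wells on their plate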;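 note: 0% = DMSO-treated cells in low-serum medium and 100% = 10% serum control; some compounds called inactive have numbers as strong as hits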
SENP7 inh = SENP7 protease inhibition; actives 1.5% (n = 330,000); recombinant SENP7, Z-RLRGG-aminoluciferin luminescence, 40 min; Q9BQF6; inhibition, % at 5 µM;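 active = inhibition above about 50% at the single test dose, limit read from the data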;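 note: plate controls were DMSO with enzyme for no effect and no enzyme buffer wells for full effect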
Target sequence (Q9BQF6 706-1050 limits assumed): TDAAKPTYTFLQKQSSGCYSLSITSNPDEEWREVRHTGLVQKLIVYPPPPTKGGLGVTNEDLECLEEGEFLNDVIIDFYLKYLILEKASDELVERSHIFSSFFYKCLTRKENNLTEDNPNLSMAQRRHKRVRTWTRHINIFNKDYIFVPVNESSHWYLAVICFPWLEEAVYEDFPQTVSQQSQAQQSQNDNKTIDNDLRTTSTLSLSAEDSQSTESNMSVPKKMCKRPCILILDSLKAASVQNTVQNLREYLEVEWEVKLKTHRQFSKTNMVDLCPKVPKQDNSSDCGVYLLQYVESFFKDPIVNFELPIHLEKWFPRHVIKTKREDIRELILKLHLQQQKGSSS
PfGluPho inh = PfG6PD (Plasmodium falciparum) enzyme inhibition | PfGluPho enzyme, NADPH resazurin-diaphorase fluorescence | inhibition, % at 20 µM | actives 0.78% (n = 350,000) | AID 504690;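 active = inhibition reaching at least a set limit at 20 µM in the primary screen, cut at about 59% in these data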;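 note: 0% = DMSO wells with substrate and 100% = DMSO wells lacking glucose-6-phosphate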
SENP8 block-1 = SENP8 protease inhibition. Q96LD8. purified SENP8, Z-RLRGG-aminoluciferin cleavage, luminescence. inhibition, % at 10 µM. actives 1.2% (n = 330,000). AID 2540; in the data active = inhibition above about 50%
Target sequence (Q96LD8 whole entry, looked up): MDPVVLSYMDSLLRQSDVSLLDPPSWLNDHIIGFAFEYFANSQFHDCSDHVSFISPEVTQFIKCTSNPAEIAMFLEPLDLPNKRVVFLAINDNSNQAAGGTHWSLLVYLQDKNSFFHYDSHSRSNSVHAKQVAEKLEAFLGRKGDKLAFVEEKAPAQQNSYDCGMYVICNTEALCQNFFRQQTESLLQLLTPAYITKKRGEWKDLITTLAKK
SENP8 block-2 = inhibitors of human SENP8 protease. Q96LD8. recombinant SENP8, Nedd8 substrate fluorescence. inhibition, % at 20 µM. actives 0.64% (n = 360,000). AID 602440; in the data active = inhibition mostly above about 40%, no sharp cut-off; inactive = mostly below about 27%
UBC13 inh = blocks human UBC13 polyubiquitin chain formation; P61088; inhibition, % at 20 µM; actives 0.47% (n = 330,000); TR-FRET; in the data active = inhibition above about 45%, passing the limit was not always enough
Target sequence (P61088 whole entry, looked up): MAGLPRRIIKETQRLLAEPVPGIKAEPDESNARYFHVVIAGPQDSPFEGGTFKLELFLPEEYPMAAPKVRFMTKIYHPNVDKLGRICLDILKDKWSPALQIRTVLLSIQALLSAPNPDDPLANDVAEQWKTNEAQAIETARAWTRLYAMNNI
* hit, by the source's call; nt = no result given.

SMILES	SENP6 inh	SENP1 FRET inh	HKDC1 inhibitor	beta cell repl	SENP7 inh	PfGluPho inh	SENP8 block-1	SENP8 block-2	UBC13 inh
CCSC1=C(C#N)C(c2ccccc2C)CC(=O)N1 (stereo not drawn)	5	4	3	-2	6	-11	3	6	0
Cc1cccc(C)c1NC(=O)C(c1cccs1)N(Cc1ccco1)C(=O)Cn1nnc2ccccc21 (stereo not drawn)	-3	2	-4	-4	-3	7	2	20	-3
Cc1ccc2oc(C(F)(F)C(F)F)cc(=O)c2c1	-18	-1	-3	-1	2	-17	-4	26	-7
O=C(C1=C[C@@H](c2ccc(C(F)(F)F)cc2)C[C@@H](OCc2ccc(CO)cc2)O1)N1CCN(Cc2ccccc2)CC1	0	-11	3	-7	-1	26	-1	4	1
O=S(=O)(Nc1ccc2nc(-c3ccco3)[nH]c2c1)c1ccccc1	2	13	6	-2	1	-1	-1	-25	-1
Cc1csc(NC(=O)CSc2ncnc3c2cnn3-c2ccccc2Cl)n1	0	-1	5	-3	4	-2	-2	17	8
CC(C)C(=O)N(Cc1cc2ccccc2[nH]c1=O)C(C)(C)C	-5	-1	-4	-1	-7	12	7	-30	-2
Cc1onc(-c2c(Cl)cccc2Cl)c1NC(=O)NN(C)C	-33	1	-4	1	-7	-13	-4	12	-4
CCN(CC)C(=O)c1ccc(Nc2nnc(C)c3ccccc23)cc1	-26	-1	9	1	-11	-4	-18	-108	-5
CC(=O)NC1C(OCCOc2ccc(Cl)cc2C)OC(CO)C(O)C1O (stereo not drawn)	nt	1	-5	nt	nt	0	nt	10	nt
COc1ccc(CCNC(=O)CSc2nc3[nH]c(=O)cc(O)c3s2)cc1	7	-6	-5	-3	4	-2	5	-7	-12
C=CC(=O)N1C/C=C\C(c2ccc(OC)cc2)N(Cc2ccc(F)cc2)C(=O)C1 (stereo not drawn)	3	1	-4	-3	4	-1	1	-6	7
O=C(Nc1nc(-c2ccccc2)cs1)C1CCCN(S(=O)(=O)c2ccccc2)C1 (stereo not drawn)	-8	4	2	-4	18	25	-7	15	-6
COc1ccc(C(=O)N/N=C2/SCC(=O)N2Cc2ccc3c(c2)OCO3)cc1OC	10	2	-1	0	0	-7	5	6	-1
Cc1onc(-c2ccccc2Cl)c1C(=O)NC(=S)Nc1ccc(C(C)C)cc1	-2	1	3	-6	6	16	4	9	-9
COc1ccc(Cn2nnnc2C(c2ccccc2OC)N2CCC(C(N)=O)CC2)cc1 (stereo not drawn)	-8	0	-8	-3	-5	4	-4	16	-1
COC(=O)C(CC(=O)Nc1cc(C)ccc1C)Nc1ccccc1OC (stereo not drawn)	1	2	-3	0	-2	-14	4	21	-1
Cc1cccc(NC(=O)CN2C(=S)NC(C)(C)CC2C)c1C (stereo not drawn)	0	2	-11	0	3	-8	1	11	5
COc1ccccc1OCC(=O)NCc1nc(-c2ccccc2)no1	-2	1	-5	0	4	-16	-1	13	-2
Nc1ccccc1SC1CC(=O)N(c2ccc3c(c2)OCCO3)C1=O (stereo not drawn)	-9	1	1	0	3	-29	-2	3	3
O=C(Cc1ccc(-n2cccc2)cc1)NC1CCCCC1	0	2	-3	-2	-4	3	3	29	-12
Cc1ccc(-n2nnnc2CNC(=O)c2ccc(Br)o2)cc1C	6	1	-2	2	0	5	9	10	3
Nc1nc(SCn2nnc3ccccc3c2=O)n[nH]1	-6	2	-8	1	1	2	-1	26	0
Cn1cccc1-c1cc(C(=O)N/N=C/c2cc(Br)ccc2O)[nH]n1	-7	-32	-25	-3	1	27	-3	-23	-2
CCN(CC(=O)Nc1ccc(N2CCOCC2)cc1)C(=O)c1ccc(C(F)(F)F)cc1	1	1	0	0	7	-4	7	19	4
CSC1=N/C(=C\c2ccc(C)cc2)C(=O)S1	-12	-4	-5	0	4	-2	-18	-13	4
CN(CC(=O)Nc1cccc(F)c1)C(=O)CNC(=O)Cc1cccc2ccccc12	-10	2	2	-2	1	26	-3	-3	19
Cc1ccc(C)c(S(=O)(=O)N2CCN(C(=O)Cc3ccccc3)CC2)c1	-9	2	-7	-1	1	-3	16	2	4
COc1cccc(C2c3[nH]c4ccccc4c3CCN2Cc2cccc(C)n2)c1 (stereo not drawn)	-5	-79	11	-5	-2	8	1	-93	8
CCC(c1nnnn1Cc1ccco1)N1CCC(C(N)=O)CC1 (stereo not drawn)	0	-3	-1	-1	-3	-4	-2	17	5
NC(=O)[C@@H]1CCCN1Cc1c(C(=O)N2CCN(C3CCCCC3)CC2)nc2ccccn12	-23	-75	2	1	3	-12	6	-87	0
C/C(O)=C(/C#N)c1nc2ccccc2[nH]1	-17	1	1	-1	0	-8	0	8	0
COc1ccc(NC(=O)Nc2ccc3c(c2)C(=O)N([C@H](C)CO)C[C@H](C)[C@@H](CN(C)S(=O)(=O)c2cccs2)O3)cc1	-9	0	-2	-3	-7	-6	3	9	17
CCOc1cc(CNc2ccc(N3CCN(C(C)=O)CC3)cc2)cc(Br)c1OC	-12	2	-2	-2	-3	35	-5	-22	-10
Nn1c(SCc2ccc(C(=O)O)cc2)nnc1-c1ccc(Cl)cc1Cl	10	2	-8	-4	2	11	-5	19	0
CC(OC(=O)CCCN1C(=O)c2ccccc2C1=O)C(=O)Nc1ncc(Cl)cc1Cl (stereo not drawn)	-22	2	-4	-3	-5	-19	-8	18	-22
Cc1snc(SCC(=O)c2ccc(Cl)cc2)c1C#N	-22	0	-9	1	-7	34	-13	28	1
COc1ccccc1OCC(=O)NNC(=O)CSC(=S)N1CCCC1	-4	1	-5	-1	-11	-5	6	8	-2
COc1ccc(NC(=O)CN(C)C2CCCCC2)cc1Cl	-1	1	-4	0	3	5	-4	33	23
O=C(NN1C(=O)c2ccccc2NC12CCCCC2)c1ccccc1	-11	1	-14	-1	6	3	-1	-461	14
CC1CCN(C(=O)CSc2nc3ccccc3s2)CC1	-7	-6	-4	-3	-4	9	-2	4	6
Cc1cc(C)n(CC(O)COc2ccc(Cl)cc2Cl)n1 (stereo not drawn)	6	-1	-2	0	-6	21	-9	9	-1
CCOC(=O)c1sc(NC(=O)CSc2nnnn2-c2ccc(C)cc2C)nc1C	-5	1	-7	-3	6	-12	2	25	-6
COc1cc(/C=N/NC(=S)NCC2CCCO2)cc(OC)c1OC (stereo not drawn)	-19	-3	-5	0	-10	2	-4	-4	-14
Cc1ccc2[nH]c(C)c(/C=N/Nc3nc4ccccc4s3)c2c1	-8	-7	-6	-5	-3	34	7	-85	33
Cc1sc2nc(NCCO)[nH]c(=O)c2c1C	-13	1	-3	-4	-4	-2	4	-2	18
CC1(NC(=O)C23CC4CC(CC(C4)C2)C3)CCS(=O)(=O)C1 (stereo not drawn)	-8	0	0	1	-5	4	3	12	10
O=C(COC(=O)c1ccc([N+](=O)[O-])o1)NCCc1ccccc1	11	-37	1	1	4	16	-7	-60	-15
O=C(N/N=C/c1ccncc1)c1cc([N+](=O)[O-])cc([N+](=O)[O-])c1O	6	0	12	0	-5	-5	5	16	-20
Cc1ccc(NC(=O)NC(=O)CN2C(=O)NC3(CCc4ccccc43)C2=O)c(C)c1 (stereo not drawn)	-8	-7	4	-1	-9	-11	-6	4	-11
Cn1c(C2=C(O)CN(c3ccc4c(c3)OCCO4)C2=N)nc2ccccc21	6	-4	-5	0	-1	-11	-8	9	-4
CN(C)c1cc2c(cc1NS(=O)(=O)c1ccccc1)n(C)c(=O)n2C	-3	-19	-1	0	-2	26	0	6	-11
COc1ccc(CCNc2nc(C)nc3c2nnn3Cc2ccccc2)cc1OC	4	1	-1	-3	2	2	-11	12	5
CC(C)NC(=O)c1cc2nc(-c3ccco3)cc(C(F)(F)F)n2n1	4	-71	7	-2	4	-7	4	-293	-4
Cc1c(-c2ccccc2)c(P(=O)(N2CCOCC2)N2CCOCC2)c2ccccn12	-7	-2	-12	-1	-2	-6	-7	-278	-8
CSCCC(NC(=O)/C(=C/c1ccc(F)cc1)NC(C)=O)C(=O)O (stereo not drawn)	1	-1	-7	0	-5	-15	-6	4	2
Cc1ccccc1C(=O)NC1CCCCCCC1	-6	2	-1	-4	4	1	-16	6	3
CNC[C@@H]1Oc2c(NS(C)(=O)=O)cccc2C(=O)N([C@@H](C)CO)C[C@H]1C	2	2	-6	0	8	-12	1	0	11
Cc1cccc(OCC(O)CN2CCN(CCN3C(=O)c4cccc5cccc(c45)C3=O)CC2)c1C (stereo not drawn)	-14	0	-5	-5	-10	-7	-13	-16	83*
NNC(=O)c1cc(C23CC4CC(CC(C4)C2)C3)nc2ccccc12	8	0	1	-2	-4	-2	1	1	5

Next part; it opens with the four that closed the last part.
SMILES	SENP6 inh	SENP1 FRET inh	HKDC1 inhibitor	beta cell repl	SENP7 inh	PfGluPho inh	SENP8 block-1	SENP8 block-2	UBC13 inh
Cc1ccccc1C(=O)NC1CCCCCCC1	-6	2	-1	-4	4	1	-16	6	3
CNC[C@@H]1Oc2c(NS(C)(=O)=O)cccc2C(=O)N([C@@H](C)CO)C[C@H]1C	2	2	-6	0	8	-12	1	0	11
Cc1cccc(OCC(O)CN2CCN(CCN3C(=O)c4cccc5cccc(c45)C3=O)CC2)c1C (stereo not drawn)	-14	0	-5	-5	-10	-7	-13	-16	83*
NNC(=O)c1cc(C23CC4CC(CC(C4)C2)C3)nc2ccccc12	8	0	1	-2	-4	-2	1	1	5
CO/N=C/NC(=O)c1c(OC)ccnc1Oc1cccc(C(F)(F)F)c1	9	0	-16	-2	5	10	0	8	-5
O=C(CSC1=NCCS1)Nc1ccc2ccccc2c1	-5	1	-2	-3	-2	2	-9	13	8
CCOc1ccccc1N	-6	0	1	-3	-8	26	-3	10	-5
Cc1nn(C)cc1C1Nc2ccccc2C(=O)N1O (stereo not drawn)	-13	2	1	-1	-3	12	1	-6	9
c1ccc(-n2ncc(-c3nn[nH]n3)n2)cc1	-10	1	-3	2	-7	-18	-6	8	-1
COc1cccc(NC(=O)CSc2nnc(NC(=O)C3CC3)s2)c1	0	0	-6	-3	-2	-23	-2	9	-3
Cc1ccc(NC(=O)CCCNC(=O)c2ccc(Cl)cc2)nc1	0	1	1	-5	2	-2	0	-5	9
Cc1ccc(-n2c(Cc3cccn3C)nnc2SCC(=O)N2CCN(c3ccccc3)CC2)cc1	-6	0	6	3	-6	4	3	11	6
O=C(O)CC(NC(=O)C1CCCCC1)c1cc([N+](=O)[O-])ccc1Cl (stereo not drawn)	3	3	-7	1	7	-5	-2	-1	11
CCS(=O)(=O)c1ccc(O)c(NC(=O)NC2CCCCC2)c1	-15	-1	0	-1	-3	0	-3	5	-4
COc1ccc(/C=N/NC(=O)CC2N=C(Cc3ccccc3)NNC2=O)cc1OC (stereo not drawn)	2	2	-7	-3	-4	1	3	-4	5
CC(=O)Cn1ncc(N2CCOCC2)c(Br)c1=O	-2	0	-2	1	4	-7	2	10	3

UBC13 inh: what is marked active above.
SMILES,SENP6 inh,SENP1 FRET inh,HKDC1 inhibitor,SENP7 inh,PfGluPho inh,UBC13 inh
Cc1cccc(OCC(O)CN2CCN(CCN3C(=O)c4cccc5cccc(c45)C3=O)CC2)c1C (stereo not drawn),-14,0,-5,-10,-7,83*

Compounds were not picked by outcome; any-hit rate near 4%.
